Source: PubChem BioAssay (National Center for Advancing Translational Sciences (NCATS))
HepG2 viability = qHTS for Inhibitors of TGF-b: Cytotox Counterscreen; HepG2 CAGA-GFP viability, ATP luminescence, 18 h; Potency, µM (doses to about 46.1 µM), for the others: at the top dose activity change, negative = cytotoxicity, hits mostly cytotoxic; actives 0.76% (n = 410,000); also: potency is read from the fitted curve at half-maximal effect; some results filed as inactive show a strong effect at the top dose
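HepG2 CAGA-GFP cells (1000/well, DMEM with 1% FBS) received compound, then TGF-beta at 500 pg/mL final, and were incubated 18 hours at 37 degrees C. Viability was read by CellTiter-Glo luminescence. Media-only wells were set as complete cell-killing and DMSO as no toxicity.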
Nrf2 inh = Nrf2 qHTS screen for inhibitors; actives 2.1% (n = 360,000); A549 ARE-Fluc reporter, luciferase luminescence, 18-24 h; AID 504444, 2011; Potency, µM (titrated, usually from 46 µM), without a hit: at the top dose activity change, negative = inhibition, hits mostly inhibitors; also: potency is read from the fitted curve at half-maximal effect; % is scaled to controls: 0 for no effect and ±100 for the full control effect; nearly all actives have a fitted effect of over 60% in size
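A549 ARE_Fluc cells (5000/well, 5% FBS OPTI-MEM) pre-incubated 2 h, then treated with compounds 18-24 h at 37C/5% CO2 in concentration-response. CellTiter-Fluor viability read first; BugLite luciferase luminescence after 15 min at room temperature gives Nrf2 activity.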
Nrf2 ARE act = qHTS of Nrf2 Activators | AREc32 ARE-luciferase reporter (MCF7-derived line), luminescence, 24 h | actives 0.31% (n = 410,000) | AID 624171, 2012 | Potency, µM (series often up to 46.1 µM), for the others: top-dose activation, hits mostly activators; also: potency is read from the fitted curve at half-maximal effect; % of control where 0% means no effect; nearly all actives have a fitted effect of over 65% in size
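AREc32 cells carrying an ARE-driven firefly luciferase, 1000 cells/well in OPTI-MEM with 5% FBS, dosed after overnight attachment and incubated 24 hr at 37 deg C. Steady-Glo luminescence read after 30 min at RT.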
EPAC2 ag = qHTS for Agonist of cAMP-regulated guanine nucleotide exchange factor 4 (EPAC2): primary screen. Rap guanine nucleotide exchange factor 4 (Homo sapiens), Q8WZA2. EPAC2 activation, biochemical qHTS; response scale: 100% = 6.5 mM cAMP response. Potency, µM (titrated, usually from 154 µM), for inactives: at the highest dose activation, actives largely listed as activators. actives 0.079% (n = 360,000). AID 720711, 2013; also: potency is read from the fitted curve at half-maximal effect; nearly all actives have a fitted effect of over 50% in size
Target sequence (Q8WZA2 whole entry, looked up): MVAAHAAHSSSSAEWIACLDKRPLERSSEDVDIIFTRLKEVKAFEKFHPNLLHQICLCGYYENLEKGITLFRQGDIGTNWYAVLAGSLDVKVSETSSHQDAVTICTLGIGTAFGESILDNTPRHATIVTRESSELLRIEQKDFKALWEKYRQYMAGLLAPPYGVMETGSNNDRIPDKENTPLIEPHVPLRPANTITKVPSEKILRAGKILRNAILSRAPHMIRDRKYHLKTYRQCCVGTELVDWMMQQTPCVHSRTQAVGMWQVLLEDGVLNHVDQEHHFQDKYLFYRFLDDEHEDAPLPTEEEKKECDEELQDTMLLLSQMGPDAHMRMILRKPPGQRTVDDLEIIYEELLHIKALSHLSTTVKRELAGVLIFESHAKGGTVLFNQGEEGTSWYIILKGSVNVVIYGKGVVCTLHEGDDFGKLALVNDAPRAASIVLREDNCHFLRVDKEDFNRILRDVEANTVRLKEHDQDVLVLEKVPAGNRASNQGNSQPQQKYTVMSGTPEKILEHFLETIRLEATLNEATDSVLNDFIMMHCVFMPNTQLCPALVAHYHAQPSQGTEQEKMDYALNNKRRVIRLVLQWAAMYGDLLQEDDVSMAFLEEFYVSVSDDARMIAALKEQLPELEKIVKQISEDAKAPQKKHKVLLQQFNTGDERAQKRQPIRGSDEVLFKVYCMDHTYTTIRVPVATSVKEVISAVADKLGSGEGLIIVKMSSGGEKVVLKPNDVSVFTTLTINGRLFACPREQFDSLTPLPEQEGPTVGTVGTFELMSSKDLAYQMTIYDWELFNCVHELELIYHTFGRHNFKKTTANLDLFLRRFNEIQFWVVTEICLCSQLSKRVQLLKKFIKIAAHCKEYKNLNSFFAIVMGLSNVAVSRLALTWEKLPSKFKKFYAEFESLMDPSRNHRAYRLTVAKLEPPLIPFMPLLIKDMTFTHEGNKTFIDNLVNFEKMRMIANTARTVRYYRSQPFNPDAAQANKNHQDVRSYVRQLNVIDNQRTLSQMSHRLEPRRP
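Fluorescence exchange assay: 100 nM EPAC2 with 250 nM RAP1B-BODIPY-GDP and 50 uM GDP; compounds tested as a concentration-titration series (qHTS). Loss of Rap1-bound BODIPY-GDP fluorescence read at 480/540 nm; data normalized to 6.5 mM cAMP.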
TGFb SMAD3 inh = qHTS for Inhibitors of TGF-b; AID 588855, 2011; Potency, µM (highest dose often 46.1 µM), for inactives: at the highest dose activity, negative = inhibition, hits mostly inhibitors; actives 1.2% (n = 410,000); HepG2 CAGA-GFP TGF-b/SMAD3 reporter, GFP fluorescence, 18 h; TGF-beta stimulated, 500 pg/mL final; also: potency is read from the fitted curve at half-maximal effect; % is scaled to controls: 0 for no effect and ±100 for the full control effect; nearly all actives have a fitted effect of over 65% in size
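TGF-beta reporter screen: HEPG2 CAGA-GFP, 1% FBS, 500 pg/mL TGF-beta final, 18 h; per-cell GFP summed per well; curves fitted and categorized by class.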
IL-2 act = qHTS of IL-2 Activators. IL-2 activation reporter assay, cell-based qHTS; stimulated with anti-CD3/CD4/CD28 beads; in transgenic mouse T cells. activation, % (series mostly up to about 46 µM). actives 0.065% (n = 360,000); in the data active = activation above about 50%; inconclusive = mostly about 30% to 49%; also: 0% is about no effect
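First, unstimulated transgenic mouse T cells were exposed to compound for 60 min. Next, anti-CD3/anti-CD4-coated beads with anti-CD28 were added. Finally, after 18 h at 37 degrees C, EGFP and DsRed were imaged.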
ATXN viability = Viability Counterscreen for Primary qHTS for Inhibitors of ATXN expression | S2 cells (HEK-293 line with an ATXN2-luciferase reporter) viability, CellTiter-Fluor protease fluorescence, 24 h | Potency, µM (highest dose often 56.7 µM), most hits filed as cytotoxic | actives 0.49% (n = 400,000); also: potency is read from the fitted curve at half-maximal effect; nearly all actives have a fitted effect of over 40% in size
A549 viability = Nrf2 qHTS screen for inhibitors: counterscreen for cytotoxicity; A549 ARE-Fluc cells, CellTiter-Fluor viability, 18-24 h; Potency, µM (highest dose often 46 µM), for inactives: at the highest dose activity change, negative = cytotoxicity, most hits filed as inhibitors; actives 0.16% (n = 390,000); AID 504648, 2011; also: potency is read from the fitted curve at half-maximal effect; % is scaled to controls: 0 for no effect and ±100 for the full control effect
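A549 ARE_Fluc cells in 5% FBS OPTI-MEM were exposed to compounds in concentration-response for 18-24 h at 37 deg C. Viability was read by CellTiter-Fluor fluorescence (Ex 405/Em 525) after 30 min, before the luciferase read.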
ATXN2 expr inh = Primary qHTS for Inhibitors of ATXN expression | HEK-293 ATXN2-luciferase reporter, luminescence, 24 h | Potency, µM (top dose mostly 57 µM), inactives show top-dose activity change, negative = inhibition, hits mostly inhibitors | actives 0.72% (n = 360,000) | AID 1745845, 2022; also: potency is read from the fitted curve at half-maximal effect; % is scaled to controls: 0 for no effect and ±100 for the full control effect; nearly all actives have a fitted effect of over 55% in size
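ATXN2-luciferase reporter cells (luciferase flanked by upstream and downstream ATXN2 gene portions) were treated 24 h at 37 °C with compounds at up to 57 uM. SteadyGlo luminescence gave expression; GF-AFC fluorescence gave viability.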
* hit, by the source's call; i = inactive; ? = inconclusive; . = no result given; & = joins results of further samples; [ ] = remark or other dose. Unless noted, calls follow the shape of the dose curve; as a rule, active = well fitted curve in the direction sought with a large enough effect; inconclusive = small, poorly fitted or top-dose-only effect, or another doubt; inactive = no such curve, though single readings can be large; an effect the other way counts as inactive or inconclusive.

SMILES	HepG2 viability	Nrf2 inh	Nrf2 ARE act	EPAC2 ag	TGFb SMAD3 inh	IL-2 act	ATXN viability	A549 viability	ATXN2 expr inh
CCCCCCSc1ccc([C@@H]2[C@H]3C(=O)N(CC)C(=O)[C@H]3[C@]3(C(=O)OC)CCCCN23)cc1OC	-26%	?	-0.2%	7%	-8%	-2.9	?	-4%	-11%
COc1ccc(OC)c(NC(=O)C2CCCN(S(=O)(=O)c3ccc4[nH]c(=O)ccc4c3)C2)c1 (centres undefined)	-26%	4%	4.8%	.	-18%	.	.	2%	.
Cc1ccsc1/C=C1\SC(N)=NC1=O	-23%	5%	1.1%	10%	-6%	-2.3	i	-10%	39%[activator]
O=[N+]([O-])c1c(Nc2ccccc2)ccc2nonc12	-7%	-19%	0.0%	4%	5%	-0.2	i	?	123%[activator]
O=C(/C=C/c1ccccc1)N/C(=C/c1ccccc1)C(=O)N1CCCCC1	6%	16%	-0.5%	0%	8%	-1.4	?	-8%	?
C=CCCC(=O)Nc1nc(C)c(-c2csc(Nc3ccc(Cl)cc3Cl)n2)s1	-12%	5%	-0.1%	13%	-25%	-2.5	i	-6%	-11%
Cc1c(Cl)cccc1NC(=O)c1ncn(-c2ccccc2)n1	-7%	?	5.7%	.	-3%	.	i	-1%	34%
S=c1[nH]nc(-c2ccncc2)n1/N=C/c1cn(-c2ccccc2)nc1-c1ccc(Cl)cc1	5%	?	2.4%	3%	8%	-1.6	i	-10%	2%
COCCC(=O)N1CCC(C(=O)Nc2ccc(Oc3ccccc3)nc2)CC1	6%	?	-0.2%	4%	1%	-1.8	i	2%	49%[activator]
Cc1nc(N)sc1Cc1ccc2c(c1)OCO2	-2%	15%	1.8%	3%	-36%	-0.1	i	12%	8%
CC(C)NC(=S)NC(=O)c1ccc(Cl)cc1Cl	-35%	15%	-0.5%[9.22 µM]	-1%	-38%	0.3	i	19%	50%[activator]
CC(=O)c1cc(CN2CCC(C(=O)Nc3ccc(-n4nc(C)cc4C)cc3)CC2)cs1	-25%	-18%	0.7%	8%	-5%	-6.7	i	0%	-17%
C/C(=N\NC(=O)c1cccc(S(=O)(=O)N2CCCC2)c1)c1ccco1	-3%	6%	?	6%	1%	-0.9	?	0%	-32%
COC(=O)c1sc(S(=O)(=O)NCCC(=O)O)c(C(=O)OC)c1C	12%	-1%	0.1%	-4%	0%	-1.4	i	-1%	6%
Cc1ccc(N(Cc2cc(=O)[nH]c3ccccc23)C(=O)CCl)cc1	18µM*	-24%	-3.5%	2%	?	-4.8	?	-3%	.
O=C(c1ccc(Br)o1)N1CCN(c2ccccc2F)CC1	4%	?	-0.7%	13%	19%	-2.2	i	0%	-4%
Cc1cc(NC(=O)C(C)(C)C)no1	8%	.	0.4%	6%	18%	-1.5	i	-9%	-2%
O=C(CO/N=C/c1c(Cl)cccc1Cl)NNC(=O)c1ccc(Cl)cc1	16%	3%	-0.2%	10%	41%[activator]	0.4	i	8%	-6%
O=C1COc2ccc(-c3n[nH]c(=O)c4ccccc34)cc2N1	-10%	-11%	2.4%	13%	7%	-2.5	i	2%	15%
C=CCn1c(=O)c2ccccc2n2c(SCC(C)=O)nnc12	-3%	?	0.3%	3%	8%	0.8	i	-21%	-1%
CCOC(=O)C1CCN(S(=O)(=O)c2ccc3c(c2)NC(=O)C(C)C(=O)N3)CC1 (centres undefined)	-20%&4%	?	-0.7%&-1.0%	7%	-25%&-1%	-3.5	i	4%&0%	-21%&2%
Oc1ccc(/C=N/NC2=NCCCCC2)cc1	-4%	0%	0.3%	10%	-1%	-2.4	i	10%	-14%
CCC(C)CCN1C(N(C)C)=NC[C@@H]1C (some centres undefined)	2%	-2%	-1.3%	4%	-1%	0.1	i	-3%	3%
CCn1cc(C(=O)OCC(=O)Nc2ccc(C(C)C)cc2)c(=O)c2ccc(C)nc21	-3%	35%	0.1%	-5%	-1%	-1.9	i	4%	14%
COC(=O)C1=C[C@@H](C(=O)OC)C2C3=C(C(=O)[C@@]2(C)NC(=O)c2ccccc2)[C@H](C)[C@@H]2C(=O)NC(=O)[C@@H]2[C@@H]3C1 (some centres undefined)	-31%	2%	.	.	-4%	.	.	7%	.

Following part:
SMILES	HepG2 viability	Nrf2 inh	Nrf2 ARE act	EPAC2 ag	TGFb SMAD3 inh	IL-2 act	ATXN viability	A549 viability	ATXN2 expr inh
CN1C(=O)CSc2ccc(NC(=O)N3CCN(c4ccccc4)CC3)cc21	-30%	?	6.6%	0%	-22%	-1.4	i	3%	-31%
COc1cc(/C=C2/C(=N)N3N=C(C(C)C)SC3=NC2=O)ccc1OS(=O)(=O)c1ccccc1	-25%	22%	4.1%	17%	-10%	2.0	i	1%	3%
O=C(CSCc1c(F)cccc1Cl)Nc1cccnc1	9%	-1%	-0.3%	2%	?	-4.0	i	5%	6%
COc1cc(C(=O)Nc2cccnc2)cc(OC)c1OC	-4%	-14%	0.1%	-5%	11%	-0.6	i	-10%	6%
Cc1cc(/C=C(\C#N)C(=O)N2CCCCC2)cc(C)c1O	-5%	0%	2.9%	8%	2%	-0.4	i	-2%	-1%
CCN(CC)C(=O)C1=C(C)N(Cc2ccccc2)C(=O)C(CC(=O)NCc2cccs2)C1 (centres undefined)	-11%	.	0.2%	-3%	-9%	0.9	i	.	-2%
COc1ccc(Cl)cc1NC(=O)CNc1ccccc1CN(C)C1CCCCC1	-1%	16%	3.6%	7%	-17%	-3.1	i	?	.
CN1CCN(C(=O)/C(=C\c2cccs2)NC(=O)c2cccs2)CC1	-4%	1%	-0.6%	5%	-4%	-0.6	i	-1%	1%
O=C1C(Nc2ccccc2)=C(N2CCCCC2)C(=O)c2ccccc21	-52%	-10%	-1.5%	12%	-3%	-0.1	?	-7%	-11%
O=C(Cn1nnc2ccccc2c1=O)NCCc1ccc(Cl)cc1Cl	10%	-14%	-0.4%	5%	-14%	-3.6	i	0%	.
C=CCN(C(=O)c1cccc(N2C(=O)C3CC=CC(C)C3C2=O)c1)c1ccccc1 (centres undefined)	2%	-3%	-0.2%	1%	-19%	2.6	i	2%	.
O=C(CN1C(=O)CC(c2ccccc2)Sc2ccccc21)Nc1cccc(Cl)c1 (centres undefined)	11%	?	0.0%	.	9%	.	i	-19%	1%
CN=c1scc(-c2ccccc2F)n1/N=C/c1ccc[nH]1	-24%	?	-2.7%	-3%	-13%	0.0	?	1%	3.2µM*
Cc1cc(C)cc(-c2nnc(SCC(=O)NC3CC3)o2)c1	5%	-8%	0.2%	1%	10%	0.5	i	-2%	-8%
CCc1ccc(NC(=O)c2cnn(-c3c(C)cccc3C)c2C2CCNCC2)cc1	-26%	?	2.9%	.	5%	.	i	-10%	-12%
CC(C)(C)c1ccc(C(=O)NCc2ccco2)cc1	-28%	-10%	12%	5%	15%	0.1	i	-2%	45%[activator]
CCCCNC(=O)CN1C(=O)NC2NC(=O)NC21 (centres undefined)	-90%	14%	-0.1%	2%	?	3.8	i	1%	6%
CCCCNC(=O)[C@@H]1CC=C[C@@H]2CCN(Cc3ccc(Cl)c(Cl)c3)C(=O)[C@@H]21	-27%&-33%	?	0.3%	8%	7.9µM*	1.5	?	?	-24%
Cn1ncc(C#N)c1NC(=O)C1CC(c2ccc(Cl)c(Cl)c2)=NO1 (centres undefined)	0%	?	0.2%	3%	8%	-2.6	i	3%	-2%
COc1cc(NC(=O)CN2C(=O)C(C)N(c3ccc(C)cc3)C2=O)cc(OC)c1 (centres undefined)	-15%	-12%	-0.6%	2%	2%	-1.8	i	-2%	3%
O=C1c2ccccc2C(c2nnnn2-c2ccc3c(c2)OCCO3)N1CCOc1ccccc1 (centres undefined)	.	.	0.6%	8%	.	-0.3	i	.	0%
COc1cc2c(=O)n(CC3CCCO3)c(=O)n(CC(=O)Nc3cccc(Cl)c3)c2cc1OC (centres undefined)	-1%	.	0.4%	2%	?	-0.9	i	-3%	-5%
CCc1ccccc1NC(=S)N(Cc1cccc(C)c1)c1cccnc1	1%	17%	-0.6%	6%	?	-1.9	i	6%	-16%
Cc1ccc(CSCC(=O)N(C)CC(=O)Nc2ccccc2C(F)(F)F)cc1	-21%	-16%	0.0%	0%	15%	-0.2	i	-6%	-8%
COCCN1C(=O)c2oc3ccccc3c(=O)c2C1c1ccc(OC)c(OC)c1 (centres undefined)	5%	4%	0.0%	-1%	-24%	1.0	i	-8%	0%
O=S(=O)(Cc1noc(-c2ccc(Cl)cc2)n1)Cc1ccco1	-15%	?	4.4%	4%	13%	-0.7	i	-1%	40%[activator]
O=C(COC(=O)/C=C/c1ccc(Br)o1)NCCCN1CCCC1=O	-21%	-10%	2.7%	4%	-15%	-1.7	i	-2%	-6%
CC(=O)C1=CCC(c2ccc(C)cc2)N(S(=O)(=O)c2ccc(Cl)cc2)C1 (centres undefined)	-2%	.	?	7%	-6%	-0.5	?	.	-28%

Records listed above printed as active in TGFb SMAD3 inh.
Compound	Nrf2 ARE act	TGFb SMAD3 inh	IL-2 act
CCCCNC(=O)[C@@H]1CC=C[C@@H]2CCN(Cc3ccc(Cl)c(Cl)c3)C(=O)[C@@H]21	0.3%	7.9µM*	1.5

Some of these compounds in order of the TGFb SMAD3 inh value, ascending:
Compound,TGFb SMAD3 inh
CCN(CC)C(=O)C1=C(C)N(Cc2ccccc2)C(=O)C(CC(=O)NCc2cccs2)C1 (centres undefined),-9%
O=C1C(Nc2ccccc2)=C(N2CCCCC2)C(=O)c2ccccc21,-3%
O=[N+]([O-])c1c(Nc2ccccc2)ccc2nonc12,5%
